# Bioassay records from PubChem BioAssay.
# MPTP block: permeability transition pore inhibition. isolated mouse mitochondria, Ca2+ swelling absorbance, 30 min. inhibition, % at 10 µM. actives 1.4% (n = 360,000). AID 602449;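 active = inhibition of 50% or more, scaled per plate between neutral and stimulator controls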;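 note: 0% = DMSO wells given calcium and 100% = 1 mM EGTA wells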
# mIAP activ: increases mouse intestinal alkaline phosphatase activity | activation factor at 10 µM | actives 0.24% (n = 330,000) | muIAP, CDP-Star luminescence, 30 min; active compounds read high; 1 = vehicle-only enzyme signal, 0 = enzyme-free wells;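 active = activation factor of at least 2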; note: the source names both 10 and 20 µM as test concentration; values of inactives mirror those of a sister screen read the other way
#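 System: mouse IAP enzyme. Reagent: CDP-Star chemiluminescent phosphatase substrate. Benchmarks: DMSO wells, no-enzyme wells. Times: 30 min enzyme-substrate-compound incubation at room temperature. Detection: luminescence from enzymatic CDP-Star hydrolysis. Doses: test compounds delivered from DMSO solution.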
# ATG4B inhibitor: inhibitors of human ATG4B cysteine protease; ATG4B cleavage of LC3-PLA2, NBD-HPC fluorescence, 1 h; Q9Y4P1; actives 0.51% (n = 340,000); inhibition, % at 8.33 µM; in the data active = inhibition above about 40%
# Target sequence (Q9Y4P1 whole entry, looked up): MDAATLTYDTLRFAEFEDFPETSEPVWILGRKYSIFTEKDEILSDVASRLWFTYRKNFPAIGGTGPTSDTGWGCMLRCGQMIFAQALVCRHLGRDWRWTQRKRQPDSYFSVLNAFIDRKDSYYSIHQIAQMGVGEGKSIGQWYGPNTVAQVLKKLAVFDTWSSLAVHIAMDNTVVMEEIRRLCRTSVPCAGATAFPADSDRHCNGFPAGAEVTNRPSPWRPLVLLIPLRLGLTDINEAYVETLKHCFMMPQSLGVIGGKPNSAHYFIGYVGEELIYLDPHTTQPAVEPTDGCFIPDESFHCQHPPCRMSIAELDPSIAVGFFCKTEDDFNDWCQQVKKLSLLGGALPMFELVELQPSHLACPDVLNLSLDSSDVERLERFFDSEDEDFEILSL
# hIAP inh: blocks human intestinal alkaline phosphatase; AID 2544; P09923; actives 0.12% (n = 330,000); inhibition, % at 10 µM; purified IAP, CDP-Star luminescence, 30 min;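 active = inhibition reaching a set limit with compound at 10 µM in the primary screen, cut at about 35% in these data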;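 note: plate controls were DMSO wells with enzyme for no effect and no-enzyme buffer wells for full effect; values of inactives mirror those of a sister screen read the other way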
# mIAP inh: mouse IAP inhibition. purified mouse IAP, CDP-Star luminescence, 30 min. inhibition, % at 10 µM. actives 0.2% (n = 330,000);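 active = inhibition of at least 40% at 10 µM in the primary screen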;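 note: plate controls were DMSO with enzyme for no effect and no enzyme wells for full effect; values of inactives mirror those of a sister screen read the other way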
# A3G deaminase: blocks human APOBEC3G single-stranded DNA deamination. Q9HC16. recombinant A3G, ssDNA deamination FAM/TAMRA fluorescence. inhibition, % at 20 µM. actives 0.28% (n = 330,000). AID 493012;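 active = inhibition of at least 40% at 20 µM, with no more than 30% in the related APOBEC3A deaminase screen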;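 note: plate controls were DMSO wells with A3G for no effect and wells lacking A3G enzyme for full effect; some compounds called inactive have numbers as strong as hits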
# Target sequence (Q9HC16 whole entry, looked up): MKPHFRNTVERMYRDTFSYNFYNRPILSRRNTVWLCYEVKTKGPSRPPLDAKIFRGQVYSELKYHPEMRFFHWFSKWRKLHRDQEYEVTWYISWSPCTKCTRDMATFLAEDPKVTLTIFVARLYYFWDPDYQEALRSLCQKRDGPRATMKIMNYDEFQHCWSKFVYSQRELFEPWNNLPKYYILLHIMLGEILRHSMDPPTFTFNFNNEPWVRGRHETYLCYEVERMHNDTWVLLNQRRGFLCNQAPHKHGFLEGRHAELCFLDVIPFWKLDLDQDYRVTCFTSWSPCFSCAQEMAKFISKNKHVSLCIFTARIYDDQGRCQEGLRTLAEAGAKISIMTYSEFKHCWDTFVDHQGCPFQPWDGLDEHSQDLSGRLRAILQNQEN
# beta cell repl: induces beta-cell replication in MIN6 cells | proliferation, % at 10 µM | AID 2380 | actives 0.29% (n = 330,000) | MIN6 cells proliferation, ATPlite luminescence, 48 h; cells starved in 0.2% serum; 100% = growth in 10% serum;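 active = compounds whose signal lies at least 3.5 SD above the mean of all wells on their plate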;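 note: 0% = DMSO-treated cells in low-serum medium and 100% = 10% serum control; some compounds called inactive have numbers as strong as hits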
# APOBEC3A inh: blocks human APOBEC3A ssDNA deamination | inhibition, % at 20 µM | recombinant A3A, FAM/TAMRA ssDNA deamination fluorescence | P31941 | actives 0.41% (n = 330,000) | AID 493011;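 active = at least 40% inhibition at 20 µM here, with at most 30% in a related deaminase screen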;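 note: plate controls were A3A with DMSO for no effect and wells lacking A3A enzyme for full effect; some results filed as inactive read as strong as hits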
# Target sequence (P31941 whole entry, looked up): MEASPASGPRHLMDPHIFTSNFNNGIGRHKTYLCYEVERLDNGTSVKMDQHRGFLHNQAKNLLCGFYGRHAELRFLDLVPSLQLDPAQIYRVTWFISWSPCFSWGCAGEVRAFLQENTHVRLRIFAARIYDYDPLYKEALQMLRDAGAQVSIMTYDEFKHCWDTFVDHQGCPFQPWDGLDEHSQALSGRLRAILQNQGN
# hIAP act: human IAP activation; purified human IAP, CDP-Star luminescence, 30 min; active compounds read high; 1 = vehicle-only enzyme, 0 = enzyme-free background; actives 0.16% (n = 330,000); activation factor at 10 µM; P09923;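 active = activation factor of the enzyme at least 2-fold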; note: the source names both 10 and 20 µM as test concentration; values of inactives mirror those of a sister screen read the other way
# * marks the source's active call; other numbers are inactive results.
SMILES,MPTP block,mIAP activ,ATG4B inhibitor,hIAP inh,mIAP inh,A3G deaminase,beta cell repl,APOBEC3A inh,hIAP act
Cc1noc(NS(=O)(=O)c2ccc(NC(=O)Nc3ccc(Cl)c(Cl)c3)cc2)c1C,84*,1.2,15,-24,-25,-2,-2,-5,1.2
COc1cccc(-c2noc(N)c2C#N)c1,-1.7,1.1,0,-2,-9,-6,-2,-9,1
CCCCCC1(C(=O)OCC)CC(CSC(=N)N)OC1=O (stereo not drawn),0.1,0.83,-15,-4,17,-6,-3,-2,1
COc1ccc(C(=O)N/C(=C/c2cccs2)C(=O)NC(C)(C)C)cc1OC,-2.5,0.98,-7,7,2,-3,1,1,0.93
CCOc1ccc(C(O)c2nccn2C)cc1 (stereo not drawn),0.2,1.1,4,18,-8,-1,0,-2,0.82
COc1ccccc1NC(=O)c1c(N=Cc2cccc([N+](=O)[O-])c2)cnn1C,5.0,1,3,-2,-3,-3,-2,-3,1
COc1cc(O)c(C(C)=O)c(CC(=O)O)c1,-2.3,0.87,-18,14,13,2,2,23,0.86
Cn1nc(C(=O)NNC(=O)c2ccccc2F)c2ccccc2c1=O,-1.7,0.85,-2,-16,15,-4,-4,0,1.2
Cc1cccc(CSc2nc3ccccc3c(=O)n2C)c1,8.1,0.96,3,18,4,-3,-7,3,0.81
O=C(c1cccc(S(=O)(=O)N2CCc3ccccc32)c1)N1CCN(CCO)CC1,-0.8,1.1,1,-10,-8,-7,3,-2,1.1
CN(C)c1cccc(NC(=O)c2ccco2)c1,-1.8,0.91,-3,5,9,-6,-3,-5,0.95
Cc1nnc(NC(=O)c2cccc(NC(=O)C(C)C)c2)s1,-6.1,0.96,-12,-8,4,-4,-3,-4,1.1
CCOC(=O)C1CCN(c2c(NCCCN(C)C3CCCCC3)c(=O)c2=O)CC1,-0.5,0.89,-12,17,11,2,0,2,0.83
CCCCn1c(N)c(N(CCC(C)C)C(=O)CCN2C(=O)C3CC=CCC3C2=O)c(=O)[nH]c1=O (stereo not drawn),-0.2,1,-5,7,-1,-5,-2,-4,0.93
Cc1csc(NC(=O)c2cnccn2)n1,-0.9,0.99,-3,-1,0,-2,-1,5,1
CCOc1ccc(NC(=O)NCc2ccccn2)cc1,-2.5,0.99,-4,-12,0,-7,-4,-5,1.1
NC(=O)C1CCN(CCC(=O)Nc2ccc3c(c2)CCC3)CC1,-0.3,1.1,-19,-6,-6,-1,-5,2,1.1
COc1ccc(CC(=O)NC(C)c2nnc(SCC(=O)c3ccc(Br)cc3)n2C)cc1 (stereo not drawn),0.3,1,-12,-5,-1,-4,-3,0,1.1
CCCn1c(=O)c2sccc2n2c(CCCC(=O)NCc3cccnc3)nnc12,-2.1,1,-7,-38,-1,0,-4,-2,1.4
Cc1ccc(NC(=S)N2CCN(C3CCCCC3)CC2)cc1,-1.3,1,-8,-14,0,-4,-3,-2,1.1
O=C(O)c1ccc(COc2ccccc2/C=C2\NC(=O)N(Cc3ccccc3F)C2=O)cc1,-0.3,1,21,2,-4,-4,-1,1,0.98
O=C(COC(=O)CNC(=O)C12CC3CC(CC(C3)C1)C2)NC1CCS(=O)(=O)C1 (stereo not drawn),-0.2,0.88,-8,2,12,-5,-2,-3,0.98
CCC(=O)CCC(=O)c1ccc2ccccc2c1,-0.7,0.99,-10,6,1,-5,1,0,0.94
CNC(=O)CSc1nc2sccc2c(=O)n1-c1ccccc1,-1.1,0.96,-4,0,4,-1,-1,-2,1
Cc1ccccc1CN(CC(=O)Nc1cccc([N+](=O)[O-])c1)S(=O)(=O)c1ccc(Cl)cc1,89*,0.98,64*,10,2,-1,-3,0,0.9

# Remaining list, next part.
SMILES,MPTP block,mIAP activ,ATG4B inhibitor,hIAP inh,mIAP inh,A3G deaminase,beta cell repl,APOBEC3A inh,hIAP act
COc1cccc(C2/C(=C(/O)c3cnn(-c4ccccc4)c3C)C(=O)C(=O)N2CCN(C)C)c1OC (stereo not drawn),-3.6,1.1,-14,-2,-11,-8,-2,-4,1
CSCC[C@H](NC(=O)Nc1ccc(Oc2ccccc2)cc1)C(=O)O,0.8,0.94,-9,6,6,-8,-1,-3,0.94
CCCC(=O)NC(c1ccccc1Cl)c1c(O)ccc2ccccc12 (stereo not drawn),8.6,1,3,13,-4,-1,0,0,0.87
CN(C)C(=O)c1ccc(Nc2nc(-c3cccs3)nc3ccccc23)cc1,-1.2,0.9,-31,22,10,-5,-2,43*,0.78
CCN(CC)CCOC(=O)c1ccc(NC(=O)CNC(=O)C2CCCCC2)cc1,0.8,1,-10,0,0,-3,-3,0,1
N#Cc1c(SCC(=O)O)nc(-c2ccccc2)c2c1CCCC2,-1.0,1.1,-8,-16,-5,-2,0,-5,1.2
CSc1ccccc1C(=O)NCCOc1ccccc1C,-3.0,0.97,-12,-1,3,-4,-2,-2,1
COc1ccccc1NC(=O)COC(=O)c1c[nH]c2ccccc12,1.4,1,-8,8,-3,-7,8,-2,0.92
O=C(OCc1ccc([N+](=O)[O-])cc1)C1CC(=O)N(CCc2ccccc2)C1 (stereo not drawn),0.9,0.95,0,-10,5,-1,-3,-7,1.1
CC(Oc1cccc(Cl)c1)C(=O)Nc1ccc(S(=O)(=O)N(C)C2CCN(C)CC2)cc1 (stereo not drawn),0.6,1.2,-2,30,-23,-7,-5,-2,0.7
COc1ccc(NC(=O)Cn2nnc(C(=O)Nc3ccc(F)c(Cl)c3)c2N)cc1,1.1,1,6,-7,-2,-6,-5,-4,1.1
COc1ccccc1CNC(=O)Cn1cnc2ccccc2c1=O,-1.1,1.1,-5,-14,-7,-8,-2,-3,1.1
CC(=O)c1ccc([N+](=O)[O-])c(CS(=O)(=O)c2ccc(Cl)cc2)c1,0.1,0.97,2,-9,3,-7,-3,-2,1.1
COc1cc2c(cc1OC)-c1cc(Nc3cccc(C)c3)nc(=O)n1CC2,1.2,0.93,-22,3,7,-6,0,-3,0.97
CCCCNC(=S)N1CCn2cccc2C1c1ccc(F)cc1 (stereo not drawn),16,1.1,9,7,-11,0,-4,-2,0.93
O=C(NCC1(N2CCOCC2)CCCCC1)c1cccc(S(=O)(=O)Nc2ccc(F)cc2)c1,0.3,0.91,-63,0,9,-10,-2,-3,1
CCOC(=O)C1(C)Oc2cccnc2NC1=O (stereo not drawn),-0.3,0.94,6,-13,6,-4,-4,-1,1.1
O=C(COC(=O)CCc1ccc(S(=O)(=O)N2CCOCC2)cc1)NCc1ccccc1Cl,3.1,0.91,7,0,9,-8,2,-1,1
O=C(Nc1cc(S(=O)(=O)N2CCOCC2)ccc1N1CCOCC1)c1ccccc1Cl,0.5,0.89,2,-13,11,-4,-3,2,1.1
COc1ccc(-c2nc(-c3ccncc3)no2)cc1OC,0.0,0.94,-10,-6,6,-8,0,0,1.1
CC(c1ccccc1)n1cc(C(=O)NCC2COc3ccccc3O2)nn1 (stereo not drawn),-0.3,0.97,-8,-3,3,-3,-2,-2,1
O=C(NCCCn1ccnc1)/C(=C/c1ccco1)NC(=O)c1ccco1,0.5,1,-2,12,-3,0,0,0,0.88
COCCNC(=O)C1CCN(C(=O)C2CC(=O)N(c3ccc(C)cc3)C2)CC1 (stereo not drawn),0.8,1.1,-7,5,-6,-8,-3,-3,0.95
Cc1ccc(NC2=CC(=O)CC(c3ccccc3)C2)cc1 (stereo not drawn),0.9,0.98,6,-14,2,4,1,5,1.1
CCN(C[C@H]1N[C@@](Cc2ccccc2)(C(=O)OC)[C@H]2C(=O)N(C)C(=O)[C@@H]12)C(=O)c1ccccc1,2.1,0.95,-4,16,5,-1,0,0,0.84

# In the list so far, two contain a cyano group:
SMILES,MPTP block,mIAP activ,ATG4B inhibitor,hIAP inh,mIAP inh,A3G deaminase,beta cell repl,APOBEC3A inh,hIAP act
COc1cccc(-c2noc(N)c2C#N)c1,-1.7,1.1,0,-2,-9,-6,-2,-9,1
N#Cc1c(SCC(=O)O)nc(-c2ccccc2)c2c1CCCC2,-1.0,1.1,-8,-16,-5,-2,0,-5,1.2

# Additional entries.
SMILES,MPTP block,mIAP activ,ATG4B inhibitor,hIAP inh,mIAP inh,A3G deaminase,beta cell repl,APOBEC3A inh,hIAP act
CC1CCCCN1C(=O)CCC(=O)Nc1nnc(C2CCCCC2)s1 (stereo not drawn),-0.4,0.99,-5,2,1,-2,-2,-2,0.98
COc1ccc(C(CNC(=O)CSc2ccc(Br)cc2)N2CCOCC2)cc1 (stereo not drawn),-0.9,0.98,2,-6,2,-6,-2,11,1.1
CC(C)(C)C1CCC(=NNc2nc3ccccc3[nH]2)CC1 (stereo not drawn),0.9,1,8,-14,-1,-5,-4,0,1.1
CCOc1ccc(CN2CCNC(=O)C2CC(=O)OC)cc1 (stereo not drawn),0.6,0.96,-4,0,4,-1,3,0,1
NNC(=O)CNc1ccccc1Cl,0.6,0.87,-7,6,13,0,4,0,0.94
CCCN1C(=O)CN(C2CCCCCC2)C(=O)C1c1ccc(C)cc1 (stereo not drawn),-0.9,1,11,18,0,-5,-1,1,0.82
COc1ccc(NC(=S)NNc2ccc(C(=O)O)cc2)cc1,-1.0,1.1,-4,16,-6,3,0,0,0.84
Cc1cccc(N2CCN(C(=O)c3ccc(N4CCCC4=O)cc3)CC2C)c1 (stereo not drawn),1.2,1.1,-7,-4,-6,0,3,2,1
CCOC(=O)c1cccc(NC(=O)N2CCOCC2)c1,-1.4,1.3,-4,-2,-34,-7,0,-4,1
O=C(CSc1nc(O)c(Cc2ccccc2)c(=O)[nH]1)Nc1ccccc1,-2.4,0.91,13,-16,9,-4,-1,-4,1.2
NC(=O)c1nsc(C(=O)N(c2cccc(F)c2)C(C(=O)NC2CCCC2)c2ccco2)c1N (stereo not drawn),-0.8,0.99,-13,2,1,7,1,-4,0.98
O=C(CNC(=O)c1ccccc1F)NCCc1ccc(Cl)cc1Cl,-0.8,0.98,-6,5,2,-10,-2,4,0.95
COC(=O)C(=CC(=CN(C)C)C=C(C(=O)OC)C(=O)OC)C(=O)OC,0.6,0.93,1,3,7,0,-3,5,0.97
O=C(NC(=S)NCC1CCCO1)c1ccco1 (stereo not drawn),-1.3,0.95,-1,-17,5,-4,2,0,1.2
C=CCOc1ccc2ccccc2c1CNn1c(C)n[nH]c1=S,0.2,0.97,-1,30,2,-2,4,-5,0.7
O=C(O)c1ccccc1Nc1ccnc(Cl)n1,2.1,0.91,-2,3,9,-1,2,0,0.97
CC1(C)CNC(=O)c2sc(N3CCOCC3)nc2C1,1.4,1.1,2,8,-5,-6,-3,24,0.92
COC(=O)C1=C(C(=O)OC)SC(=C2C(=S)C(C)(C)N(C(=O)C(C)C)c3ccccc32)S1,1.8,0.77,-13,16,23,6,-3,5,0.84
Cc1cc2c(c(SCC(=O)NCc3ccc(Cl)cc3)n1)C(=O)OC2,1.0,1.1,-13,-19,-11,-6,-1,-8,1.2
CC(NC(=O)CSc1n[nH]c(=O)[nH]c1=O)C1CC2CCC1C2 (stereo not drawn),-0.6,0.97,-4,14,3,-7,-2,-3,0.86
CCN(c1ccccc1)S(=O)(=O)c1ccc(NC(=S)NC(=O)c2ccc(Br)o2)cc1,-7.9,0.82,4,-3,18,-7,-7,-5,1
COC(=O)c1ccccc1NC(=S)NC(=O)c1ccccc1C,-2.0,0.91,20,-2,9,-7,-6,-2,1
Cc1ccnc(SCCn2c(N(C)Cc3ccccc3)nc3c2c(=O)n(C)c(=O)n3C)n1,0.7,0.98,-13,19,2,-8,0,-8,0.81
